Bioassay records from PubChem BioAssay.
PRC2 inh: inhibitors of human EZH2/PRC2 methyltransferase. AID 651548. inhibition, % at 12.5 µM. Q15910. 57,000 compounds, 0.35% hits. PRC2 H3K27 methylation, DELFIA TRF, 1 h;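 active = mean inhibition of replicates at least 50% and every single replicate also reaching 50%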;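 also: dimethyl H3K27 on biotinylated H3 21-44 peptide detected by antibody; plate controls were median neutral control wells for no effect and median positive control wells for full effect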
IDH1 R132H inh: blocks human IDH1 R132H reductase activity. O75874. inhibition, % at 10 µM. AID 624101. diaphorase/resazurin fluorescence, 60 min. 70,000 compounds, 0.18% hits; in the data active = inhibition above about 34%;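 also: 0% = DMSO and 100% = no enzyme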
Target sequence (O75874 whole entry R132H): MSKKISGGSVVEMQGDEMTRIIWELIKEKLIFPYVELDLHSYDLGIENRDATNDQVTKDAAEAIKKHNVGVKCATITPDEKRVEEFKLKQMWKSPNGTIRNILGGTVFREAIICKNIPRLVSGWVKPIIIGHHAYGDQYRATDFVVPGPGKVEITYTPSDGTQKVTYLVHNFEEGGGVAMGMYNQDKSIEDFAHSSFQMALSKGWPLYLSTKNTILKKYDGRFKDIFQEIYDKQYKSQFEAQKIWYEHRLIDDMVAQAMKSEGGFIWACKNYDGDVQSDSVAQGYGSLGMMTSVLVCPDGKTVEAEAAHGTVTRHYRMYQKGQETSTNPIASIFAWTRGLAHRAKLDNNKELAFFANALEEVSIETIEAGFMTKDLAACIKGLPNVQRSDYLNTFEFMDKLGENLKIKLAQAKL
An asterisk follows results filed as active. An excerpt; count on the stated rates, not on these rows.

`O=C(C[C@@H]1C[C@@H]2c3cc(NC(=O)C4CCC4)ccc3O[C@@H]2[C@@H](CO)O1)NCc1ccc(-c2ccccc2)cc1` gave PRC2 inh -8 and IDH1 R132H inh 1.7.
Screening C[C@H]1CCCCO[C@H](CN(C)C(=O)Nc2cccc3ccccc23)[C@@H](C)CN([C@@H](C)CO)C(=O)c2cc(NC(=O)C3CCCCC3)ccc2O1 returned IDH1 R132H inh -0.6.
For O=C(C[C@H]1C[C@@H]2c3cc(NC(=O)Nc4ccc(C(F)(F)F)cc4)ccc3O[C@@H]2[C@@H](CO)O1)NCCc1ccccc1 the results were PRC2 inh 5 and IDH1 R132H inh 1.1.
C[C@H](CO)N1C[C@H](C)[C@H](CN(C)C(=O)Nc2ccc3c(c2)OCO3)Oc2cc(C#Cc3ccncc3)ccc2S1(=O)=O was read as PRC2 inh -6 and IDH1 R132H inh 0.5.
C[C@H](CO)N1C[C@H](C)[C@@H](CN(C)Cc2ccncc2)OCCCC[C@H](C)Oc2ccc(NC(=O)Cc3ccccc3)cc2C1=O was read as PRC2 inh 1 and IDH1 R132H inh 2.9.
Screening C[C@H](CO)N1C[C@H](C)[C@H](CN(C)Cc2ccc(Oc3ccccc3)cc2)Oc2ncc(-c3cncnc3)cc2C1=O returned PRC2 inh -11 and IDH1 R132H inh 0.2.
For CNC[C@@H]1OCCCC[C@H](C)Oc2ccc(NC(=O)c3ccccc3)cc2C(=O)N([C@H](C)CO)C[C@H]1C the results were PRC2 inh 6.
C[C@H]1CN([C@@H](C)CO)C(=O)Cc2cc(NC(=O)Nc3cccc4ccccc34)ccc2O[C@@H]1CN(C)Cc1ccc(Oc2ccccc2)cc1 was read as IDH1 R132H inh -1.0.
Screening CO[C@@H]1CN(C)C(=O)c2cc(NC(C)=O)ccc2OC[C@@H](C)N(C(=O)CC2CC2)C[C@H]1C returned PRC2 inh 5 and IDH1 R132H inh 0.3.
For C[C@@H]1CCCCO[C@H](CN(C)Cc2ccc(C(F)(F)F)cc2)[C@H](C)CN([C@H](C)CO)C(=O)c2cc(NS(=O)(=O)c3cn(C)cn3)ccc2O1 the results were IDH1 R132H inh 1.3.
For Cc1noc(C)c1NC(=O)N(C)C[C@H]1Oc2ncc(C#CCC(C)C)cc2C(=O)N([C@H](C)CO)C[C@@H]1C the results were IDH1 R132H inh -4.2.
CO[C@H]1CN(C)C(=O)c2ccc(NC(=O)C3CC3)cc2OC[C@@H](C)N(C(=O)Cc2ccccn2)C[C@@H]1C was read as PRC2 inh 15 and IDH1 R132H inh -0.2.
CC(C)NC(=O)N(C)C[C@H]1Oc2ccc(NC(=O)Nc3ccc4c(c3)OCO4)cc2C(=O)N([C@@H](C)CO)C[C@@H]1C was read as IDH1 R132H inh -0.2.
For Cn1c(SCC(=O)Nc2ccc(Cl)cc2Cl)nnc1-c1ccc(Cl)cc1 the results were PRC2 inh -17 and IDH1 R132H inh 0.0.
For C[C@H](CO)N1C[C@H](C)[C@@H](CN(C)Cc2ccccc2)Oc2ncc(Br)cc2C1=O the results were PRC2 inh 13 and IDH1 R132H inh -0.6.
Screening O=C(Nc1ccccc1[N+](=O)[O-])c1cccc(S(=O)(=O)Nc2ccccc2)c1 returned PRC2 inh 1 and IDH1 R132H inh -1.1.
`COCC#Cc1cnc2c(c1)C(=O)N([C@H](C)CO)C[C@@H](C)[C@@H](CN(C)C)O2` gave PRC2 inh -6 and IDH1 R132H inh -0.9.
Screening C[C@@H]1CN([C@H](C)CO)S(=O)(=O)c2ccc(C#Cc3cccnc3)cc2O[C@@H]1CN(C)CC1CCOCC1 returned IDH1 R132H inh 0.2.
For C[C@H](CO)N1C[C@H](C)[C@@H](CN(C)C(=O)C2CCCCC2)OCCCC[C@H](C)Oc2ccc(N(C)C)cc2C1=O the results were PRC2 inh -6 and IDH1 R132H inh 0.2.
CCOC(=O)C1=CC[C@@H](c2ccc(OC)cc2)[C@@H]1C(=O)c1ccccc1 was read as PRC2 inh 5.
For CN(C)CCN1C(=O)c2ccccc2N(C)c2ccccc21 the results were PRC2 inh -9 and IDH1 R132H inh -1.0.
Screening C[C@@H]1CN([C@@H](C)CO)C(=O)Cc2cc(NC(=O)C3CCCCC3)ccc2O[C@@H]1CN(C)Cc1ccncc1 returned IDH1 R132H inh 14.
`CC(C)CC#Cc1ccc2c(c1)O[C@H](CN(C)C(=O)c1cccnc1)[C@H](C)CN([C@H](C)CO)S2(=O)=O` gave IDH1 R132H inh -0.4.
For C[C@H](CO)N1C[C@H](C)[C@H](CN(C)Cc2ccc(C(=O)O)cc2)Oc2ccc(NC(=O)Nc3ccc(F)cc3)cc2C1=O the results were IDH1 R132H inh 0.7.
`Cc1ccc(S(=O)(=O)Nc2ccc3c(c2)CC(=O)N([C@H](C)CO)C[C@H](C)[C@@H](CN(C)Cc2ccc4c(c2)OCO4)O3)cc1` gave PRC2 inh -5 and IDH1 R132H inh -0.2.
CCS(=O)(=O)Nc1ccc2c(c1)C(=O)N(C)C[C@H](OC)[C@@H](C)CN(CC1CCCCC1)[C@H](C)CO2 was read as PRC2 inh -27 and IDH1 R132H inh 0.2.
For O=C(CCN1CCCCC1)N[C@H]1CC[C@H](CC(=O)N2CCC(Cc3ccccc3)CC2)O[C@@H]1CO the results were PRC2 inh -1 and IDH1 R132H inh -0.5.
COCCOC(=O)N1C(=O)[C@@]2(c3cc(C#CCC(C(=O)OC)C(=O)OC)ccc31)[C@H](C(=O)NC[C@H](O)c1ccccc1)[C@H]1C(=O)O[C@H](c3ccccc3)[C@H](c3ccccc3)N1[C@@H]2c1ccc(O)cc1 was read as PRC2 inh -8.
For O=C(Nc1sc2c(c1C(=O)NCc1ccco1)CCCC2)c1sc2ccccc2c1Cl the results were PRC2 inh -7 and IDH1 R132H inh 0.7.
`C[C@@H]1CCCCO[C@@H](CN(C)Cc2ccc3c(c2)OCO3)[C@@H](C)CN([C@@H](C)CO)C(=O)c2cc(NC(=O)CCCN(C)C)ccc2O1` gave IDH1 R132H inh 2.7.

Ordered by count of non-hydrogen atoms (smallest number first): 6 of the compounds above
CCOC(=O)C1=CC[C@@H](c2ccc(OC)cc2)[C@@H]1C(=O)c1ccccc1 was read as PRC2 inh 5.
`CC(C)CC#Cc1ccc2c(c1)O[C@H](CN(C)C(=O)c1cccnc1)[C@H](C)CN([C@H](C)CO)S2(=O)=O` gave IDH1 R132H inh -0.4.
CO[C@H]1CN(C)C(=O)c2ccc(NC(=O)C3CC3)cc2OC[C@@H](C)N(C(=O)Cc2ccccn2)C[C@@H]1C was read as PRC2 inh 15 and IDH1 R132H inh -0.2.
For C[C@H](CO)N1C[C@H](C)[C@@H](CN(C)C(=O)C2CCCCC2)OCCCC[C@H](C)Oc2ccc(N(C)C)cc2C1=O the results were PRC2 inh -6 and IDH1 R132H inh 0.2.
Screening C[C@H](CO)N1C[C@H](C)[C@H](CN(C)Cc2ccc(Oc3ccccc3)cc2)Oc2ncc(-c3cncnc3)cc2C1=O returned PRC2 inh -11 and IDH1 R132H inh 0.2.
For C[C@H](CO)N1C[C@H](C)[C@H](CN(C)Cc2ccc(C(=O)O)cc2)Oc2ccc(NC(=O)Nc3ccc(F)cc3)cc2C1=O the results were IDH1 R132H inh 0.7.

The list continues:
For C[C@H]1CCCCO[C@H](CN(C)Cc2ccc(C(=O)O)cc2)[C@@H](C)CN([C@@H](C)CO)C(=O)c2cc(NC(=O)Nc3ccccc3)ccc2O1 the results were IDH1 R132H inh 0.7.
CCCCC(=O)N(Cc1ccc(-c2ccccc2-c2nn[nH]n2)cc1)[C@H](C(=O)O)C(C)C was read as PRC2 inh -2 and IDH1 R132H inh 0.0.
Screening CNC[C@@H]1OCCCC[C@@H](C)Oc2ccc(NC(=O)NC(C)C)cc2C(=O)N([C@@H](C)CO)C[C@H]1C returned PRC2 inh -44 and IDH1 R132H inh 1.4.
`C[C@H]1CN([C@@H](C)CO)C(=O)c2cc(C#CC3(O)CCCC3)cnc2O[C@H]1CN(C)C(=O)CC1CC1` gave PRC2 inh -4 and IDH1 R132H inh 0.9.
For C[C@@H]1CN([C@H](C)CO)C(=O)c2cc(Br)cnc2O[C@@H]1CN(C)S(=O)(=O)c1ccccc1 the results were PRC2 inh -1 and IDH1 R132H inh -0.1.
Screening C[C@H](CO)N1C[C@H](C)[C@@H](CN(C)Cc2cccnc2)Oc2ncc(C#CC3(O)CCCC3)cc2C1=O returned IDH1 R132H inh 0.1.
`C[C@@H]1CN([C@H](C)CO)C(=O)Cc2cc(NS(=O)(=O)c3ccccc3)ccc2O[C@H]1CN(C)C(=O)Nc1ccccc1` gave PRC2 inh 14 and IDH1 R132H inh 1.0.
CO[C@@H](CN(C)S(=O)(=O)c1ccc(Cl)cc1)[C@H](C)CN([C@H](C)CO)S(=O)(=O)c1cccc(Cl)c1 was read as PRC2 inh 48 and IDH1 R132H inh -0.6.
For CCn1c(SCC(=O)N2CCc3ccccc32)nnc1-c1ccncc1 the results were PRC2 inh -4 and IDH1 R132H inh -0.4.
For COc1ccc(S(=O)(=O)Nc2ccc3c(c2)CC(=O)N([C@@H](C)CO)C[C@@H](C)[C@@H](CN(C)Cc2ccc(C(F)(F)F)cc2)O3)cc1 the results were IDH1 R132H inh -1.2.
`O=C(Nc1cccc(Cl)c1)N[C@H]1CC[C@H](CCn2cc(Cc3ccccc3)nn2)O[C@H]1CO` gave PRC2 inh -5 and IDH1 R132H inh 0.8.
For Cc1cccc(NC(=O)C(C)NS(=O)(=O)c2ccccc2)c1 (stereo not given) the results were PRC2 inh 10 and IDH1 R132H inh -0.5.
COc1cccc(C(=O)Nc2ccc3c(c2)OC[C@@H](C)N(C(=O)C2CCC2)C[C@@H](C)[C@H](OC)CN(C)C3=O)c1 was read as PRC2 inh -2 and IDH1 R132H inh -0.6.
CCCN(C)C[C@@H]1OCCCC[C@H](C)Oc2ccc(NC(=O)Nc3ccc(F)cc3)cc2C(=O)N([C@@H](C)CO)C[C@@H]1C was read as PRC2 inh -26.
For COc1ccc(NC(=O)N(C)C[C@H]2Oc3ccc(NC(=O)CCN4CCOCC4)cc3CC(=O)N([C@@H](C)CO)C[C@@H]2C)cc1 the results were IDH1 R132H inh 0.1.
COC(=O)c1ccccc1NC(=O)c1ccc(COc2ccccc2)o1 was read as PRC2 inh 53* and IDH1 R132H inh 0.2.
For COc1ccc(S(=O)(=O)N(C)C[C@@H]2OCc3cn(nn3)CCCC(=O)N([C@H](C)CO)C[C@H]2C)cc1 the results were PRC2 inh 2.
Screening Cc1cc(C(=O)Nc2cccc3c2O[C@H](CN(C)Cc2ccc(Oc4ccccc4)cc2)[C@@H](C)CN([C@@H](C)CO)C3=O)n(C)n1 returned PRC2 inh -4.
`Cc1noc(C)c1S(=O)(=O)Nc1ccc2c(c1)CC(=O)N([C@H](C)CO)C[C@H](C)[C@H](CN(C)S(=O)(=O)c1cn(C)cn1)O2` gave IDH1 R132H inh 1.1.
`O=C(O)C[C@H]1C[C@@H]2c3cc(NC(=O)Nc4ccccc4)ccc3O[C@@H]2[C@@H](CO)O1` gave PRC2 inh 2 and IDH1 R132H inh -0.1.
For Cc1cc(C)c(NC(=O)CSc2nnc(-c3ccncc3)n2-c2ccccc2)c([N+](=O)[O-])c1 the results were PRC2 inh 8 and IDH1 R132H inh 0.6.
C[C@@H]1CN([C@@H](C)CO)C(=O)Cc2cc(NC(=O)Cn3cnnn3)ccc2O[C@H]1CN(C)Cc1ccc(C(=O)Nc2ccccc2N)cc1 was read as IDH1 R132H inh 0.6.
Screening C[C@H](CO)N1C[C@H](C)[C@H](CN(C)Cc2ccc(C(=O)O)cc2)Oc2ccc(NC(=O)CCN3CCOCC3)cc2C1=O returned IDH1 R132H inh 1.6.
`C[C@@H]1CCCCO[C@H](CN(C)C(=O)c2ccncc2)[C@H](C)CN([C@@H](C)CO)C(=O)c2cc(NS(=O)(=O)c3ccccc3)ccc2O1` gave IDH1 R132H inh 2.2.
CCCC#Cc1cnc2c(c1)C(=O)N([C@@H](C)CO)C[C@@H](C)[C@H](CN(C)C(=O)NCCC)O2 was read as PRC2 inh -11 and IDH1 R132H inh -4.8.
For C[C@@H]1CN([C@@H](C)CO)C(=O)c2cccc(NC(=O)Nc3ccc4c(c3)OCO4)c2O[C@@H]1CN(C)C(=O)NC1CCCCC1 the results were IDH1 R132H inh -6.3.
COCC#Cc1ccc2c(c1)O[C@H](CN(C)S(C)(=O)=O)[C@H](C)CN([C@@H](C)CO)S2(=O)=O was read as PRC2 inh -8 and IDH1 R132H inh 0.3.
For N#C/C(=C\c1ccc(O)c(O)c1)C(=O)NC1CCC(CC2CCC(NC(=O)/C(C#N)=C/c3ccc(O)c(O)c3)CC2)CC1 (stereo not given) the results were PRC2 inh 31 and IDH1 R132H inh 2.0.
`C[C@H](CO)N1C[C@H](C)[C@@H](CN(C)Cc2cccc3c2OCCCO3)OCc2cn(nn2)CCCC1=O` gave PRC2 inh -5 and IDH1 R132H inh 1.1.
CCn1c(SCC(=O)Nc2cccc(F)c2)nnc1-c1ccc(Cl)cc1Cl was read as PRC2 inh 12 and IDH1 R132H inh 0.1.
For CO[C@@H]1CN(C)C(=O)c2ccc(NS(C)(=O)=O)cc2OC[C@H](C)N(C(=O)c2ccc3c(c2)OCO3)C[C@H]1C the results were PRC2 inh 7.
`O=C(N[C@@H]1CC[C@@H](CC(=O)N2CCCCC2)O[C@H]1CO)c1cccc(F)c1` gave PRC2 inh 11 and IDH1 R132H inh -0.7.
`C[C@H]1CN([C@@H](C)CO)C(=O)c2cc(C3=CCCCC3)cnc2O[C@H]1CN(C)C(=O)c1ccncc1` gave PRC2 inh -2.
Cc1noc(C)c1NC(=O)Nc1ccc2c(c1)C(=O)N([C@H](C)CO)C[C@H](C)[C@@H](CN(C)C(=O)Nc1c(C)noc1C)OCCCC[C@H](C)O2 was read as IDH1 R132H inh 2.7.
CC(C)CC#Cc1cnc2c(c1)C(=O)N([C@H](C)CO)C[C@@H](C)[C@@H](CN(C)C(=O)c1cccnc1)O2 was read as PRC2 inh -3 and IDH1 R132H inh 0.1.
